Source: PubChem (National Center for Advancing Translational Sciences (NCATS))
HT1080 IDH1KD tx – toxicity to HT-1080 IDH1 knockdown cells (counter line); HT-1080 IDH1 knockdown viability, ATP luminescence, 48 h; Potency, µM (highest dose often 46.1 µM), inactives show at the top dose activity, negative = toxicity, usual class: cytotoxic; actives 2% (n = 360,000);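 further: potency means the concentration at half of the fitted maximal effect; 0% = DMSO wells and -100% = cell-free medium wells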
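Knockdown cells (IDH1KD HT-1080) received compounds 2 h after plating at 750 cells/well and were kept 48 h at 37 °C in 5% FBS RPMI. A CellTiter-Glo luminescence read gave % activity for curve fitting.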
HepG2 tox – counter-screen for TGF-b inhibitors: cytotoxicity in HepG2 cells; HepG2 CAGA-GFP viability, ATP luminescence, 18 h; Potency, µM (top dose mostly 46.1 µM), for inactives: at the top dose activity change, negative = cytotoxicity, most hits filed as cytotoxic; actives 0.76% (n = 410,000); AID 588856; further: potency means the concentration at half of the fitted maximal effect; some results filed as inactive show a strong effect at the top dose
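CellTiter-Glo luminescence gave cytotoxicity after 18 hours at 37 degrees C. The cells were HepG2 CAGA-GFP in 1% FBS DMEM, stimulated with 500 pg/mL TGF-beta after compound addition. %Activity was normalised to no-cell wells (complete cell-killing) and DMSO (no toxicity), and curves were fitted and classified.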
ATXN2 expr inh – inhibitors of ATXN2 expression | actives 0.72% (n = 360,000) | Potency, µM (highest dose often 57 µM), for inactives: at the top dose activity change, negative = inhibition, hits mostly inhibitors | HEK-293 ATXN2-luciferase reporter, luminescence, 24 h; further: potency means the concentration at half of the fitted maximal effect; on the % scale 0 is the no-effect control and ±100 the full control effect; nearly all actives have a fitted effect of over 55% in size
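qHTS (up to 57 uM final) was run with 24 h compound exposure of reporter cells at 37 °C. Each well was multiplexed: SteadyGlo luminescence measured ATXN2-luciferase expression after a fluorogenic Gly-Phe-AFC viability readout (25 uM final).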
ATXN viability – viability counter-screen for ATXN expression inhibitors. S2 cells (HEK-293 line with an ATXN2-luciferase reporter) viability, CellTiter-Fluor protease fluorescence, 24 h. Potency, µM (series often up to 56.7 µM), hits mostly cytotoxic. actives 0.49% (n = 400,000); further: potency means the concentration at half of the fitted maximal effect; nearly all actives have a fitted effect of over 40% in size
MCF10A rerep – inducers of DNA re-replication in MCF 10A breast cells. MCF 10A DNA re-replication, Hoechst nuclear intensity, 48 h. Potency, µM (highest dose often 46.1 µM), for inactives: top-dose activity, positive = re-replication, hits mostly activators. actives 2.9% (n = 350,000); further: potency means the concentration at half of the fitted maximal effect; % of control where 0% means no effect; nearly all actives have a fitted effect of over 50% in size
SW480 rerep – induces DNA re-replication in SW480 colon adenocarcinoma cells | SW480 DNA re-replication, Hoechst DNA content imaging, 48 h | Potency, µM (top dose mostly 46.1 µM), for the others: top-dose re-replication activation, most hits filed as activators | actives 1.8% (n = 340,000) | AID 624297; further: potency means the concentration at half of the fitted maximal effect; % of control where 0% means no effect; nearly all actives have a fitted effect of over 55% in size
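Compounds, transferred as 23 nL by pin tool, were incubated with cells for 48 hr; DNA content per nucleus was then quantified by Hoechst staining and fluorescence plate imaging.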
HT1080-NT tox – kills 2HG-producing HT-1080-NT fibrosarcoma cells | HT-1080-NT fibrosarcoma viability, CellTiter-Glo ATP luminescence, 48 h | Potency, µM (doses to about 46.1 µM), inactives show top-dose activity, negative = less viability, usual class: cytotoxic | actives 1.6% (n = 360,000) | AID 686970;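 further: NT is the 2HG producing partner of a matched IDH1 knockdown line; potency means the concentration at half of the fitted maximal effect; 0% = DMSO-treated cells and -100% = media-only wells without cells; nearly all actives have a fitted effect of over 55% in size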
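Viability by CellTiter-Glo luminescence after 48 h compound exposure at 37C of HT-1080-NT cells (750/well, RPMI, 5% FBS). % activity scaled between DMSO wells and medium-only wells, then curve-fitted and categorized by curve class.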
IL1B secr inh – inflammasome signaling inhibition, IL-1 beta readout. activity change, % at 57.5 µM. THP-1 LPS/ATP IL-1B secretion, AlphaLISA, 16 h; hits give low values. AID 743279. actives 4.7% (n = 360,000); in the data active means activity change below about -50%; inconclusive means mostly about -30% to -49%; further: on the % scale 0 is the no-effect control and ±100 the full control effect
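Secreted IL-1B measured by AlphaLISA bead assay after 16 h compound exposure of THP-1 cells; compounds (final up to 57.5 uM) added 1 h before LPS (250 ng/mL) and ATP (1.25 mM) stimulation; lower signal means less secretion.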
KB-3-1 cytotox – KB-3-1 parental cell cytotoxicity. KB-3-1 viability, CellTiter-Glo ATP luminescence, 72 h. Potency, µM (titrated, usually from 46.1 µM), inactives show at the highest dose activity change, negative = cytotoxic, actives largely listed as cytotoxic. actives 1.4% (n = 400,000). AID 1347075; further: potency means the concentration at half of the fitted maximal effect; on the % scale 0 is the no-effect control and ±100 the full control effect; nearly all actives have a fitted effect of over 60% in size
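Parental KB-3-1 adenocarcinoma cells in phenol-red-free DMEM with 10% FBS were pin-treated with compounds at several concentrations, incubated 72 h at 37 °C, and viability read by CellTiter-Glo luminescence; concentration-effect curves were fitted after normalization.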
* hit, by the source's call; i = inactive; ? = inconclusive; / = not tested or not shown; & = joins results of further samples; [ ] = remark or other dose. Unless noted, the call rests on the fitted dose curve; in most records, active means well fitted curve in the direction sought with a large enough effect; inconclusive means small, poorly fitted or top-dose-only effect, or another doubt; inactive means no such curve, though single readings can be large; an effect the other way counts as inactive or inconclusive.

SMILES | HT1080 IDH1KD tx | HepG2 tox | ATXN2 expr inh | ATXN viability | MCF10A rerep | SW480 rerep | HT1080-NT tox | IL1B secr inh | KB-3-1 cytotox
CCCCCCC(=O)Nc1nc(C)c(-c2csc(Nc3ccc(Cl)cc3)n2)s1 | ? | -18% | ? | ? | ? | ? | 21µM* | 7 | ?
CCCN(CCC)C(=O)CSc1nc2n[nH]c(C)c2c(=N)n1-c1ccc(OC)cc1 | -23% | -3% | -11% | i | ? | 0% | -18% | -12 | ?
Cn1cccc1C(=O)NC(=O)COC(=O)c1cc(Cl)ccc1[N+](=O)[O-] | 0% | 4% | 9% | i | -15% | 2% | 1% | 19 | 11%
Cc1cc2nc(CS(=O)(=O)c3ccccc3)cc(=O)n2[nH]1 | ? | 5% | -3% | i | 2% | 2% | 8% | 6 | -5%
CC(C)n1c(O)c(N=NC(=O)CNC(=O)CCc2ccccc2)c2ccccc21 | 13% | 9% | / | i | 0% | -7% | 0% | -1 | 5%
Cc1cc(C)cc(-n2c3ccc(NC(=O)Cc4cccc5ccccc45)cc3c(=O)n2C)c1 | 2.1µM* | -11% | -27% | 0.56µM* | / | / | ? | 0 | 5.2µM*
OCCN(CCO)CC(O)CN1c2ccccc2Sc2ccccc21 (configuration not stated) | -5% | -4% | / | i | 1% | -7% | -8% | -19 | 0%
Cc1nc(N)sc1C(=O)Nc1ccccc1 | -2%[9.24 µM] | -27% | 30% | i | 21% | 15% | -23% | 7 | -28%
COc1ccc(-n2c(C)nn(C)c2=O)cc1 | 17% | -9% | -1% | i | -1% | 10% | 2% | 5 | -1%
COCCn1c(C)cc(C(=O)COC(=O)CCS(=O)(=O)c2ccc(C)cc2)c1C | 6% | 3% | 5% | i | ? | ? | 4% | 0 | -1%
CCC(=O)N1CCN=C1SCc1ccccc1Cl | 0% | -1% | -1% | i | -8% | 0% | -8% | -5 | -6%
CCN(CC)C(=O)CC(c1ccc(OC)cc1)c1c(OC)cc(OC)c2ccc(=O)oc12 (configuration not stated) | -6% | -11%&1% | -19% | i | -10% | -1% | -4% | -23 | 2%
COC(=O)c1sc2nc(CSc3nc4ccc(C)cc4[nH]3)[nH]c(=O)c2c1C | 4% | -24% | -11% | i | 25% | 0% | 5% | 27 | 7%
CCN1CCN(CCCNC(=O)c2cc3c(s2)-c2ccccc2OC3)CC1 | ? | -30%&-39% | ? | i | ? | ? | ? | 0 | -27%&2%
O=C1/C(=C/C=C/c2ccco2)SC(=S)N1c1ccc(O)cc1 | -20% | -7% | 16% | i | 4% | -3% | -19% | -23 | -15%
Cc1ccc2cc3c(=O)n(C)cc(C=O)c3nc2c1 | 16% | -7% | 2% | i | 9% | -1% | -2% | 44 | 6%
CN(CC(=O)N1CCN(c2ccccn2)CC1)S(=O)(=O)c1ccc(Cl)cc1 | 11% | 1% | 0% | i | 14% | -3% | 3% | -4 | -4%
CN1/C(=c2/s/c(=C3/C(=O)N(c4ccccc4)NC3=Nc3ccccc3)n(C)c2=O)C(C)(C)c2ccccc21 | 0% | 1% | 1% | ? | -8% | -8% | 1% | -14 | 2%
O=C(COC(=O)CCCC1=NS(=O)(=O)c2ccccc2N1)Nc1ccc(Br)cc1 | 6% | -3%&-1% | -3%&7% | i | -1% | -27% | -2% | 11 | 11%&0%
COc1ccc(-n2c(C)c(C(=O)O)c3cc(OC)c4ccccc4c32)cc1 | -7% | 7% | 20% | i | ? | 10% | -10% | -2 | -9%

Overlap with the part before: 2 compounds, followed by the next part.
SMILES | HT1080 IDH1KD tx | HepG2 tox | ATXN2 expr inh | ATXN viability | MCF10A rerep | SW480 rerep | HT1080-NT tox | IL1B secr inh | KB-3-1 cytotox
O=C(COC(=O)CCCC1=NS(=O)(=O)c2ccccc2N1)Nc1ccc(Br)cc1 | 6% | -3%&-1% | -3%&7% | i | -1% | -27% | -2% | 11 | 11%&0%
COc1ccc(-n2c(C)c(C(=O)O)c3cc(OC)c4ccccc4c32)cc1 | -7% | 7% | 20% | i | ? | 10% | -10% | -2 | -9%
CCOC(=O)C1CCN(S(=O)(=O)NC[C@H]2O[C@@H](n3cnc4c(N)ncnc43)[C@H](O)[C@@H]2O)C1 (some centres not stated) | -3% | -40% | -9% | i | 32% | 2% | 1% | 1 | 0%
COc1ccccc1NC(=O)c1cc(S(=O)(=O)N2CCC3(CC2)OCCO3)ccc1F | -13% | -8% | -2% | i | -1% | -1% | 5%[9.24 µM] | 17 | ?
COC(=O)c1ccc(N2CCN(CC(=O)c3ccc(C)cc3)CC2)c([N+](=O)[O-])c1 | -1% | -2% | / | i | ? | 22% | 0% | 18 | 0%
Cc1cccc(C)c1NC(=O)CNC(=O)c1c(C)nn(-c2ccccc2)c1C | -4% | -1% | -2% | i | -1% | -7% | -4% | -14 | -9%
O=C(c1coc(=O)c(Br)c1)N1CCOCC1 | 5% | 1% | -7% | i | ? | ? | 6% | -7 | -23%
Clc1ccc2c(c1)Nc1ccccc1CC2 | -15% | -3% | -35% | i | 14% | -1% | -6% | -23 | -5%
O=C(NCc1ccco1)c1nn2c(C(F)(F)F)cc(-c3cccs3)nc2c1Cl | -19% | -5% | -14% | i | ? | ? | 10% | 21 | -8%
CC1CCCCC12NC(=O)N(CC(=O)OCc1ccc(Br)cc1)C2=O (configuration not stated) | -7% | -16% | / | i | 13% | -10% | -5% | 20 | 1%
Cc1cc(C)n2nc(SCCOc3ccccc3F)nc2n1 | 0% | 10% | 31% | i | 0% | 1% | 6% | 12 | 1%
CCN(C(=O)CN1C(=O)NC2(CCC(C)CC2)C1=O)C1CCCCC1 (configuration not stated) | 17% | -79% | / | i | / | / | 17% | -1 | 0%
CN1CCc2c(sc(NC(=O)C3CCCCC3)c2C(N)=O)C1 | -2% | -25% | 5% | i | -6% | -7% | -3% | -21 | -5%
CCCC(=O)NC(=S)N1CCN(c2ccc([N+](=O)[O-])cc2)CC1 | -16% | -27% | -1% | i | -1% | -4% | -17% | 11 | -12%
COc1cccc(-c2[nH]nc3c2C(c2ccsc2)C(C#N)=C(N)O3)c1 (configuration not stated) | 1% | -17% | -5% | i | -3% | -2% | 2% | -14 | -2%
CCOC(=O)c1sc(NC(=O)c2cccc(S(=O)(=O)N3c4ccccc4CC3C)c2)cc1C (configuration not stated) | ? | 0% | -13% | i | 8.2µM* | ? | -27% | 80 | -17%
CCOC(=O)C1CCN(C(=O)C2CCN(c3nnc(-n4cccc4)s3)CC2)CC1 | 0% | 16% | 8% | i | 4% | 2% | 20% | 0 | 3%
CC(C)CNC(=O)NC(=O)COC(=O)c1ccccc1Sc1ccc(C(F)(F)F)cc1[N+](=O)[O-] | -2% | -49% | -3% | i | 6% | / | -6% | 49 | 0%
COc1cc(C2CC(=O)c3c([nH]c(C(=O)OC4CCCCC4)c3C)C2)cc(OC)c1OC (configuration not stated) | / | -8% | ? | ? | / | / | / | / | ?
Cc1ccc2[nH]c(=O)c(CN(CCc3ccccc3)Cc3nnnn3CC3CCCO3)cc2c1 (configuration not stated) | -5% | -19% | -7% | i | -8% | 1% | -4% | -23 | 0%
O=C(NNC(=O)c1cc(-c2ccccc2)n(-c2ccccc2)n1)c1cccc([N+](=O)[O-])c1 | -11% | 1% | -9% | i | 14% | / | -7% | 46 | 7%
CCCNC(=O)c1ccc(N2CCC3(CC2)CC(c2ccccc2)=NO3)c(NC(=O)Cc2ccc(F)cc2)c1 | -9% | -3% | -17% | i | 1% | 10% | 2% | 3 | 16%
O=c1[nH][nH]c2cc([N+](=O)[O-])ccc12 | 15µM* | -4% | -31% | i | ? | 9% | 4.1µM* | -6 | ?
Cc1cccc(-n2c(SCC(=O)N3CCCC3)nnc2-c2ccccn2)c1C | 25% | 9% | 0% | ? | -2% | 1% | 4% | 2 | 12%
Cc1ccc(/C=N\NC(=O)c2ccc3c(c2)OCO3)o1 | -6% | -10% | 13% | i | -3% | -6% | -2% | -18 | -14%
CCOC(=O)Cn1c2c(c(=N)c3c1CCC3)CCC2 | -23% | 0% | -10% | i | 3% | -3%[9.22 µM] | -4% | 14 | ?

Looked up one by one from the entries so far (2):
SMILES | HT1080 IDH1KD tx | HepG2 tox | ATXN2 expr inh | ATXN viability | MCF10A rerep | SW480 rerep | HT1080-NT tox | IL1B secr inh | KB-3-1 cytotox
Cc1cccc(-n2c(SCC(=O)N3CCCC3)nnc2-c2ccccn2)c1C | 25% | 9% | 0% | ? | -2% | 1% | 4% | 2 | 12%
Cc1ccc(/C=N\NC(=O)c2ccc3c(c2)OCO3)o1 | -6% | -10% | 13% | i | -3% | -6% | -2% | -18 | -14%

Already shown: entries from further up.
SMILES | HT1080 IDH1KD tx | HepG2 tox | ATXN2 expr inh | ATXN viability | MCF10A rerep | SW480 rerep | HT1080-NT tox | IL1B secr inh | KB-3-1 cytotox
CCN(C(=O)CN1C(=O)NC2(CCC(C)CC2)C1=O)C1CCCCC1 (configuration not stated) | 17% | -79% | / | i | / | / | 17% | -1 | 0%
CN1CCc2c(sc(NC(=O)C3CCCCC3)c2C(N)=O)C1 | -2% | -25% | 5% | i | -6% | -7% | -3% | -21 | -5%
CCCC(=O)NC(=S)N1CCN(c2ccc([N+](=O)[O-])cc2)CC1 | -16% | -27% | -1% | i | -1% | -4% | -17% | 11 | -12%
COc1cccc(-c2[nH]nc3c2C(c2ccsc2)C(C#N)=C(N)O3)c1 (configuration not stated) | 1% | -17% | -5% | i | -3% | -2% | 2% | -14 | -2%
CCOC(=O)c1sc(NC(=O)c2cccc(S(=O)(=O)N3c4ccccc4CC3C)c2)cc1C (configuration not stated) | ? | 0% | -13% | i | 8.2µM* | ? | -27% | 80 | -17%
